From PubChem
TRHR enhancer – qHTS for Small Molecule Agonists and Allosteric Enhancers of Human TRH Receptor: Primary Screen for Enhancers | Thyrotropin-releasing hormone receptor (Homo sapiens), P34981 | TRHR cells, fluo-8 calcium fluorescence, EC20 TRH enhancement | enhancement, % at 2 µM | 360,000 tested, 0.66% active | AID 493056, 2011; in the data active = enhancement above about 30%; also: 0% is about no effect
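TRHR-expressing cells loaded with fluo-8 calcium dye were read kinetically (ex 480/em 530) during compound addition, then stimulated with an EC20 of TRH (10 nM final). Enhancement of the Gq-mediated intracellular calcium response was scored.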
D2 agonist – HTS Assay for Allosteric Agonists of the Human D2 Dopamine Receptor: Primary Screen for Agonists. D(2) dopamine receptor (Homo sapiens), P14416. HEK293 T-REx D2 cells, calcium flux agonist mode. activation, % at 2 µM. 340,000 tested, 0.53% active. AID 485358, 2010;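 active = activation over 3 SD above normal in the single-dose calcium agonist read, cut at about 30% in these data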; also: 0% is about no effect
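In this primary screen, compounds producing a positive calcium signal within 180 s of addition to tetracycline-induced, force-coupled HEK293 Trex D2 cells are flagged; cells are dye-loaded with a no-wash calcium kit beforehand.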
TrxR1 substrate – qHTS Assay for Substrates of Mammalian Selenoprotein Thioredoxin Reductase 1 (TrxR1): qHTS | Thioredoxin reductase 1, cytoplasmic (Rattus norvegicus), O89049 | purified TrxR1 substrate turnover, NADPH consumption readout | Potency, µM (titrated, usually from 114 µM), for inactives: top-dose activity change, negative = substrate turnover | 390,000 tested, 0.01% active | AID 588456, 2011; also: potency is read from the fitted curve at half-maximal effect; % is scaled to controls: 0 for no effect and ±100 for the full control effect; nearly all actives have a fitted effect of over 50% in size
Target sequence (O89049 whole entry, looked up): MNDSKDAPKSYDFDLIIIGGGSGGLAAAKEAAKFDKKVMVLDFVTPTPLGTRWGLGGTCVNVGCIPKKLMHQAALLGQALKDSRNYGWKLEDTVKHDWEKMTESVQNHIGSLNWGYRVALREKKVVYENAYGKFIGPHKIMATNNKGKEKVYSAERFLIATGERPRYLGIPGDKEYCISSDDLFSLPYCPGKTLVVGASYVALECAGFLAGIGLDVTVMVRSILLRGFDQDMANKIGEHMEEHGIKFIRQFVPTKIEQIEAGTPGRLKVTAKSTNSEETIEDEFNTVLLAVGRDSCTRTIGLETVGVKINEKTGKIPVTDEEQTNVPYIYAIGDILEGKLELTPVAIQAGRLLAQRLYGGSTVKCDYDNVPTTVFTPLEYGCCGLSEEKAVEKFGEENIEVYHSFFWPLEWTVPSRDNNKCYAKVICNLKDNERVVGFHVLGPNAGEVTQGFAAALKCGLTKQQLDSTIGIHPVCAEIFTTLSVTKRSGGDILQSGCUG
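Rat TrxR1, dispensed at 90 nM, was prereduced with 400 uM NADPH (final) for 5 min at ~22 deg C, then incubated with compound 15 min before 400 uM selenite. A first-read NADPH fluorescence drop versus no-compound background flagged substrates.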
TRHR ag – qHTS for Small Molecule Agonists and Allosteric Enhancers of Human TRH Receptor: Primary Screen for Agonists. Thyrotropin-releasing hormone receptor (Homo sapiens), P34981. TRHR cells, calcium flux fluo-8, FDSS agonist mode. activation, % at 2 µM. 360,000 tested, 0.18% active. AID 493084, 2011; in the data active = activation above about 30%; also: 0% is about no effect
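In this calcium-flux screen, cells bearing human TRHR are dye-loaded with fluo-8, baselined for 10 cycles, then exposed to library compounds; positive kinetic calcium responses during the agonist phase mark hits, with TRH as control.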
D2 antagonist – HTS Assay for Allosteric Antagonists of the Human D2 Dopamine Receptor: Primary Screen for Antagonists | D(2) dopamine receptor (Homo sapiens), P14416 | HEK293 TREx D2 cells, calcium flux, dopamine EC80 | inhibition, % at 10 µM | 340,000 tested, 2% active | AID 485344, 2010; in the data active = inhibition above about 30%; also: 0% is about no effect
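Tetracycline-induced HEK293 T-REx cells expressing D2 force-coupled to calcium signalling were dye-loaded, exposed to compound for 180 s, then challenged with an EC80 of dopamine; calcium flux was followed kinetically for a further 180 s.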
TrxR1 inh – qHTS Assay for Inhibitors of Mammalian Selenoprotein Thioredoxin Reductase 1 (TrxR1): qHTS; recombinant rTrxR1, NADPH fluorescence consumption, selenite substrate; Potency, µM (series often up to 114 µM), for inactives: top-dose activity change, negative = inhibition, usual class: inhibitors; Thioredoxin reductase 1, cytoplasmic (Rattus norvegicus), O89049; 390,000 tested, 1% active; also: potency is read from the fitted curve at half-maximal effect; % is scaled to controls: 0 for no effect and ±100 for the full control effect; nearly all actives have a fitted effect of over 65% in size
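Rat TrxR1 (90 nM in the dispensed reagent) was pre-reduced with 400 uM NADPH for 5 min at room temperature, then incubated with compound for 15 min. After 400 uM selenite was added, NADPH fluorescence (Ex 340/Em 450 nm) was followed for 8 min.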
mIDH1 inhibitor – qHTS for Inhibitors of mutant isocitrate dehydrogenase 1 (IDH1): qHTS; IDH1-R132H enzyme, NADPH consumption, diaphorase/resazurin fluorescence; Potency, µM (doses to about 76.6 µM), for the others: top-dose activity change, negative = inhibition, most hits filed as inhibitors; Isocitrate dehydrogenase [NADP] cytoplasmic (Homo sapiens), O75874; 390,000 tested, 0.093% active; also: potency is read from the fitted curve at half-maximal effect; % is scaled to controls: 0 for no effect and ±100 for the full control effect; nearly all actives have a fitted effect of over 65% in size
Target sequence (O75874 whole entry R132H, stated change not applied): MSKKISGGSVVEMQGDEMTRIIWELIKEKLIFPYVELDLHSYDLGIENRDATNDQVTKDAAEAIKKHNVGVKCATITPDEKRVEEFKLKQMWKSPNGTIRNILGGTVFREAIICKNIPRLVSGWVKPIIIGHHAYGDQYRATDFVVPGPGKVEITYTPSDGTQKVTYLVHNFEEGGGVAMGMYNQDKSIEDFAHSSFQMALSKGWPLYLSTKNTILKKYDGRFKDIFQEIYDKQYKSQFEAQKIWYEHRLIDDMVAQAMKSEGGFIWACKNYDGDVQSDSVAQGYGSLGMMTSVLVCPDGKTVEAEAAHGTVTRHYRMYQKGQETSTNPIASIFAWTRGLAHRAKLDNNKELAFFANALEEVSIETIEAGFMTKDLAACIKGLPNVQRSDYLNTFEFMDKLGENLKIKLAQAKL
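IDH1-R132H (0.5 ug/mL) preincubated 30 min with compound, then NADPH (0.016 mM) and alpha-KG (2 mM) added; 80 min at RT, pH 7.5. Remaining NADPH coupled via diaphorase/resazurin to fluorescence (540/590 nm); concentration-response curves normalized to no-enzyme control.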
PI4K2A block – qHTS for small molecular inhibitors of PI4K2A | purified PI4K2A, ADP-Glo luminescence, 1 h; stronger effect = lower value | AID 1346378, 2018 | 420,000 tested, 0.13% active | activity change, negative = inhibition, % at 76.9 µM | Phosphatidylinositol 4-kinase type 2-alpha (Homo sapiens), Q9BTU6; in the data active = activity change below about -50%; inconclusive = mostly about -30% to -49%;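 also: -100% = wells without enzyme as full effect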
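ADP-Glo luminescence measured ADP generated by PI4K2A enzyme (4 ug/mL before mixing) with 1.2 mM PI substrate (pre-mix) and 300 microM ATP (pre-mix). Tris pH7.5 buffer with MgCl2, Triton X-100; 1 h reaction at ambient temperature.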
USP1-UAF1 inh – Inhibitors of USP1/UAF1: Primary Screen; Potency, µM (titrated, usually from 57.1 µM), without a hit: top-dose activity change, negative = inhibition, usual class: inhibitors; 390,000 tested, 0.23% active; recombinant USP1/UAF1, Ub-Rhodamine cleavage fluorescence; also: potency is read from the fitted curve at half-maximal effect; % is scaled to controls: 0 for no effect and ±100 for the full control effect; nearly all actives have a fitted effect of over 60% in size; inactives centre near -12
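USP1/UAF1 complex at 1 nM was preincubated with compound for 15 min at room temperature, then Ub-Rho substrate (150nM final) was added. Fluorescence (480/540 nm) was read kinetically, 6 reads every 60 seconds.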
Numbers without * were called inactive; ? = inconclusive; . = not tested or not shown; [ ] = another dose, or the depositor's remark. Unless noted, calls follow the shape of the dose curve; as a rule, active = well fitted inhibition curve with a large enough effect; inconclusive = small, poorly fitted or top-dose-only effect; inactive = no such curve, though single readings can be large or run the other way. No enrichment for hits (roughly 3.9% active in at least one column).

SMILES	TRHR enhancer	D2 agonist	TrxR1 substrate	TRHR ag	D2 antagonist	TrxR1 inh	mIDH1 inhibitor	PI4K2A block	USP1-UAF1 inh
S=C(Nc1ccc(Cl)cc1Cl)NC1CCN(Cc2ccccc2)CC1	-1	2.4	3%	2.9	75*	-23%	3%	9	-10%
CCCCNC(=O)/C(C#N)=C/c1ccc(C(=O)OC)cc1	1	1.3	8%[57.1 µM]	1.3	-23	18%[57.1 µM]	4%	7	-10%
COc1ccc(-c2ccccc2)cc1NC(=O)c1cccs1	4	0.6	5%[57.1 µM]	0.3	-14	11%[57.1 µM]	2%	1	-17%
CCc1ccc(C2(O)CC(C(F)(F)F)=NN2C(=O)Cc2ccc([N+](=O)[O-])cc2)cc1 (centres undefined)	-8	-0.2	-9%	0.5	33*	-3%	5%	1	-12%
O=C(Cc1ccsc1)Nc1ccc(Cl)cc1Cl	1	0.6	0%	0.7	20	7%	1%	3	-9%
Cn1c(=O)c2c(nc(SCC(=O)Nc3ccc(F)c(F)c3)n2Cc2ccccc2F)n(C)c1=O	3	-1.1	-4%	-4.4	.	10%	.	2	-20%
COc1ccc2[nH]c(=O)c(CN(CC3CCCO3)C(=S)Nc3ccc(C)cc3)cc2c1 (centres undefined)	13	0.3	-2%	0.2	2	1%	-13%	-4	0%
CCOC(=O)c1sc(NC(=O)Nc2ccccc2F)nc1C	6	0.9	-3%	1.0	18	17%	-3%	-3	-13%
Cc1ccc2c(c1)cc(C(=O)NCc1ccccc1)n2C	-3	-0.4	0%	0.7	-21	14%	-14%	-9	5%
C[C@]12c3[nH]c4ccc(Cl)cc4c3CCN1C(=O)[C@@H](CC(=O)NCCc1ccccn1)C[C@@H]2C(=O)N1CCCCC1	.	.	2%	.	.	17%	-13%	-2	-28%
O=C(/C=C/c1ccco1)N1CCN(c2ccc(F)cc2)CC1	-4	-0.1	-1%	0.5	-4	?	5%	-2	-21%
COc1cccc(Cn2c(CNC(=O)CCc3ccccc3)nc3cccnc32)c1	0	-2.0	0%[57.1 µM]	-0.5	.	22%[57.1 µM]	4%	-4	-23%
CCN1/C(=C2/SC(=S)N(NC(C)=O)C2=O)Sc2ccc(Cl)cc21	-4	0.4	-14%	-0.1	-4	15%	0%	-1	?
O=C(c1cccs1)N1CCCN(c2ncnc3scc(-c4ccccc4)c23)CC1	1	-0.6	-3%[57.1 µM]	-0.9	-9	4%[57.1 µM]	-11%	1	-5%
CC(C)(C)n1cnc2cc(NCc3ccc(Br)cc3)ccc21	-3	4.1	-5%	-0.5	-26	12%	4%	8	-20%
Nc1nc(-c2cccs2)cs1	5	-0.6	-2%	0.0	-15	7%	1%	1	-2%
O=C(OCc1cc(=O)n2ccsc2n1)c1ccccc1NCCO	.	.	17%	.	.	4%	6%	-5	-3%
Cc1ccc(S(=O)(=O)N2CCCCC2)cc1C(=O)OC1CCCCC1=O (centres undefined)	16	-1.0	-4%	-0.6	-40	4%	4%	2	-17%
COc1ccc(C2CC(c3cccs3)=NN2C(=O)COC(=O)c2cc3ccccc3cc2O)cc1OC (centres undefined)	0	2.2	-4%	4.2	-7	1%	5%	4	-20%
Brc1cc2c(cc1C1Nc3ccccc3C3C=CCC31)OCO2 (centres undefined)	0	0.0	1%	0.5	6	-8%	1%	-2	-19%

Part of the list above, reduced to USP1-UAF1 inh.
Structure | USP1-UAF1 inh
C[C@]12c3[nH]c4ccc(Cl)cc4c3CCN1C(=O)[C@@H](CC(=O)NCCc1ccccn1)C[C@@H]2C(=O)N1CCCCC1 | -28%
O=C(/C=C/c1ccco1)N1CCN(c2ccc(F)cc2)CC1 | -21%
COc1cccc(Cn2c(CNC(=O)CCc3ccccc3)nc3cccnc32)c1 | -23%
CCN1/C(=C2/SC(=S)N(NC(C)=O)C2=O)Sc2ccc(Cl)cc21 | ?
O=C(c1cccs1)N1CCCN(c2ncnc3scc(-c4ccccc4)c23)CC1 | -5%

Additional entries.
SMILES	TRHR enhancer	D2 agonist	TrxR1 substrate	TRHR ag	D2 antagonist	TrxR1 inh	mIDH1 inhibitor	PI4K2A block	USP1-UAF1 inh
CN(C)CCCNC(=O)c1ccc(/C=N/O)nc1	9	-0.1	-1%	0.0	12	14%	-7%	1	-8%
c1ccc2[nH]c(SCc3cscn3)nc2c1	0	-0.5	16%[57.1 µM]	0.4	-13	5%[57.1 µM]	11%	1	-14%
CCOc1ccc(N2CC(C(=O)N3CCCCCC3)CC2=O)cc1 (centres undefined)	5	1.0	4%	-0.1	-7	24%	13%	0	-4%
Cc1ccc(S(=O)(=O)n2cnc3cc([N+](=O)[O-])ccc32)c(C)c1C	1	0.2	-7%[57.1 µM]	0.4	6	-3%[57.1 µM]	-2%	12	1%
COc1cc(-c2nc(-c3ccccn3)no2)cc(OC)c1OC	-3	-0.5	7%	0.1	-6	15%[57.1 µM]	7%	1	-1%
C=C1C(=O)c2sccc2C(c2ccc(OC)c(OC)c2)C1COC(C)=O (centres undefined)	.	.	14%[11.4 µM]	.	.	?	?	-12	?
Cc1ccc(S(=O)(=O)Oc2ccccc2N2C(=O)C3CC=CCC3C2=O)cc1 (centres undefined)	-9	1.0	5%[57.1 µM]	0.8	40*	9%	2%	0	-14%
Cc1ccccc1OCC(=O)Nc1ccc(C(N)=O)cc1	7	0.1	-7%	0.5	-4	5%	4%	-1	-20%
CC(C)[C@H](NC(N)=O)C(=O)Nc1ccc(F)c(Cl)c1	28	0.1	-13%[57.1 µM]	0.4	6	21%[57.1 µM]	8%	2	-4%
CC12CCC(=O)N1C(C(=O)Nc1ccc(F)cc1)CS2 (centres undefined)	1	.	0%	0.4	.	2%	-6%	-1	-9%
CCOC(=O)C1=C(C)C/C(=N\NC(=O)c2ccccc2O)CC1	8	1.8	-8%	0.9	-3	-26%	-13%	6	-6%
COc1ccc(C(=O)NCc2cn3ccc(C)cc3n2)cc1	1	.	-2%	0.1	.	10%	-14%	-3	15%
COc1ccccc1NC(=O)C(C)NS(=O)(=O)c1ccc(F)cc1 (centres undefined)	4	-0.2	6%[57.1 µM]	-0.5	10	7%[57.1 µM]	2%	5	-16%
COc1ccc(S(=O)(=O)NCc2cn3c(C)csc3n2)cc1F	-2	0.2	12%[57.1 µM]	-0.1	32*	25%[57.1 µM]	-6%	-6	-26%
CC(=O)c1cccc(NC(=S)N2CCN(S(=O)(=O)c3ccc(F)cc3)CC2)c1	-8	0.3	0%	0.2	0	-7%	2%	8	-9%
COc1ccc(N(C(=O)CS(=O)CC(=O)Nc2ccc(F)cc2)C(C(=O)NC2CCCCC2)c2cccs2)cc1 (centres undefined)	0	.	-6%	-0.4	.	6%[57.1 µM]	-3%	-6	-10%
CCCn1c(N2CCN(CC(=O)NCc3cccs3)CC2)nc2ccccc21	2	-3.9	16%[57.1 µM]	-0.3	-5	22%[57.1 µM]	12%	-4	-15%
COc1ccccc1CNS(=O)(=O)c1ccc2c(c1)N(C(C)=O)CC(C)S2 (centres undefined)	-8	0.2	5%	-0.1	12	13%	0%	-2	-12%
CCN(Cc1ccccc1)S(=O)(=O)c1ccc(-c2coc(C)n2)cc1	1	0.6	-4%[57.1 µM]	0.3	.	5%[57.1 µM]	-1%	-2	-19%
CCC1Oc2ccc(C)cc2N(CC(=O)NCCCN2CCCCC2CC)C1=O (centres undefined)	-5	0.6	-2%	0.8	2	-5%	10%	1	-6%
Cc1ccc(-n2nc3c(c2NC(=O)c2ccc4c(c2)OCO4)CS(=O)(=O)C3)c(C)c1	-7	.	8%	0.3	-7	19%	0%	-4	-21%
COc1ccc(Cl)cc1NS(=O)(=O)c1cc(Cl)ccc1OC	-1	1.1	2%	0.4	6	15%	-1%	-1	-7%
CCOc1ccc(C(=O)Nc2ccc3c(c2)OCCO3)cc1[N+](=O)[O-]	1	-0.4	3%[57.1 µM]	0.0	5	11%[57.1 µM]	5%	-2	-16%

An excerpt from above in order of molecular weight, lowest first:
SMILES	TRHR enhancer	D2 agonist	TrxR1 substrate	TRHR ag	D2 antagonist	TrxR1 inh	mIDH1 inhibitor	PI4K2A block	USP1-UAF1 inh
COc1ccc(C(=O)NCc2cn3ccc(C)cc3n2)cc1	1	.	-2%	0.1	.	10%	-14%	-3	15%
COc1ccc(S(=O)(=O)NCc2cn3c(C)csc3n2)cc1F	-2	0.2	12%[57.1 µM]	-0.1	32*	25%[57.1 µM]	-6%	-6	-26%
COc1ccc(Cl)cc1NS(=O)(=O)c1cc(Cl)ccc1OC	-1	1.1	2%	0.4	6	15%	-1%	-1	-7%
